High-throughput results (PubChem BioAssay)
FN deposition inh – inhibitors of fibronectin matrix deposition, primary screen, AH1F cells, Alexa488-fibronectin fluorescence, plate reader; inhibition, % at 12.6 µM; actives 0.086% (n = 350,000); AH1F fibroblasts, overnight; AID 743247, 2014;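 active = mean inhibition across replicates of 30% or more, regardless of how many single replicates reach that level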;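 note: positive control wells lacked labelled fibronectin entirely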
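Assay system: AH1F fibroblast monolayer, labelled fibronectin deposition. Amount: 10000 cells per well. Also added: labelled fibronectin 24 nM. Compound: single-point pinned compound. Incubation: cell attachment 1 h, compound and FN exposure overnight. Detection: fluorescence after three HBSS washes, excitation 485 nm, emission 525 nm. Read-out: inhibition of fibronectin deposition signal.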
EWS-Fli block – EWS/Fli-driven NR0B1 reporter inhibitors, primary screen, A673 cells, NR0B1 luciferase, luminescence, MLPCN library; viability-normalised; inhibition, % at 12.6 µM; actives 0.67% (n = 350,000); AID 651661, 2012;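 active = mean inhibition of at least 50% after viability correction, with every replicate also passing that limit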;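 note: firefly luciferase signal divided by Alamar Blue viability fluorescence both relative to DMSO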
RAD52 anneal inh – RAD52 DNA annealing inhibitors, primary screen, biochemical, FRET, single point, set 2; DNA repair protein RAD52 homolog (Homo sapiens), P43351; recombinant RAD52 DNA annealing, FRET fluorescence; inhibition, % at 18.7 µM; actives 0.46% (n = 360,000);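 active = every replicate showing at least 50% inhibition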
Target sequence (P43351 whole entry, looked up): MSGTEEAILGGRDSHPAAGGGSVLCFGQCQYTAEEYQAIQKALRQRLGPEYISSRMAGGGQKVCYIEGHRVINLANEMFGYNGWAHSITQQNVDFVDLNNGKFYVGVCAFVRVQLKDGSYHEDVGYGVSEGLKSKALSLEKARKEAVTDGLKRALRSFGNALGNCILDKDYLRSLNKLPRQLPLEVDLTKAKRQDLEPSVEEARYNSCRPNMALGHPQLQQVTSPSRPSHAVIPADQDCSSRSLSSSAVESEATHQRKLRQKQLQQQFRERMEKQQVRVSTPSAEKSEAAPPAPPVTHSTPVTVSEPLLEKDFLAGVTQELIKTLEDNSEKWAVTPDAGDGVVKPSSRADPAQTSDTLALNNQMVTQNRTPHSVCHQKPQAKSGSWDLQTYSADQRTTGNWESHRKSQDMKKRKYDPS
E-sel inducer – E-selectin induction in HUVECs, primary screen, imaging, HUVEC, immunofluorescence imaging, single point | normalized: neutral wells 0, TNF-alpha wells 100 | activation, % at 7.58 µM | actives 0.37% (n = 260,000);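 active = mean E-selectin-positive cell signal at least 10% of the positive control, reached in at least 60% of replicates, without over 20% cell loss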;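 note: in these data hits start at about 27%; measured in HUVEC primary endothelial cells; signal is the percent of cells scored E-selectin positive by PE staining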
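assay system = HUVEC, human umbilical vein endothelial cells | input = 3,000 HUVEC seeded per well | medium = EGM-2 growth medium on 0.1% gelatin-coated wells | dosing = one compound dose added by pin transfer | signal = immunofluorescence imaging | read-out basis = % PE-positive cells | control set = TNF-alpha, DMSO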
RAD54 inh – inhibitors of human RAD54 branch migration, primary screen, biochemical, fluorescence, single point; DNA repair and recombination protein RAD54-like (Homo sapiens), Q92698; actives 0.14% (n = 360,000); inhibition, % at 10.4 µM; RAD54 Holliday junction branch migration, FAM/BHQ fluorescence;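 active = mean normalized replicate activity at least 40 and at least half of replicates scoring 40 or more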;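 note: 0% = median of neutral control wells and 100% = median of positive control wells; inhibitors cause a drop in the FAM fluorescence signal; in these data hits start at about 50%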
S100A4 inh HTS – inhibitors of S100A4-myosin IIA peptide binding, primary screen, biochemical, fluorescence polarization, TAMRA-MyoIIA peptide; inhibition, % at 10.7 µM; Protein S100-A4 (Homo sapiens), P26447; actives 0.14% (n = 360,000); AID 652163, 2013;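 active = mean inhibition of at least 70% across replicates, with every replicate also reaching that level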
Target sequence (P26447 whole entry, looked up): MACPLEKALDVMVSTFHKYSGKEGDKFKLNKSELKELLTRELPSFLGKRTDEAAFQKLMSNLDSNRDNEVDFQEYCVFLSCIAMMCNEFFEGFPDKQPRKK
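Material: human S100A4 monomer with TAMRA-labelled myosin IIA peptide; buffer or medium: HEPES pH 7.2 with CaCl2, KCl, NaCl, DTT, Triton; compound dosing: one concentration per compound; schedule: 5 min incubation before reading; benchmarks: neutral control DMSO, positive control TFP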
esBAF inh – Bmi1 luciferase reporter increase in mESCs, primary screen, esBAF inhibitor project, mouse ES cells, Bmi1 luciferase knock-in, single point | 24 h; 100% = twice the neutral-well signal | reporter increase, % at 12.5 µM | actives 2% (n = 350,000) | AID 602393, 2012; in the data active = activation above about 40%;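 note: 0% = median of the plate's neutral control wells and 100% = double that signal; a rise in the Bmi1 reporter signal indicates esBAF inhibition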
Xi reactivation – activators of inactive X chromosome reactivation, primary screen, imaging, XiGFP fibroblasts, GFP high-content imaging, set 2; actives 0.055% (n = 360,000); XiGFP mouse fibroblasts, % GFP-positive cells imaging, 3 d; cells co-treated with 5-aza-dC sensitizer; scaled so ellipticine positive control = 100%; activation, % at 7.58 µM;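 active = mean normalized replicate activation at least 10% and every replicate at or above 10%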;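 note: 0% = median of on-plate neutral control wells and 100% = ellipticine 6 µM median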
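material = 68-5-11 XiGFP fibroblast line | medium = DMEM plus 5-aza-dC sensitizer | schedule = 3 days compound exposure | benchmarks = positive control ellipticine, 6 µM final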
Active calls of the source: *; . = not tested or not shown; & = joins results of further samples.

SMILES | FN deposition inh | EWS-Fli block | RAD52 anneal inh | E-sel inducer | RAD54 inh | S100A4 inh HTS | esBAF inh | Xi reactivation
CSc1nsc(SCC(=O)N2CCCCC2)n1 | . | -42.3 | 8.5 | 2.5 | -16.9 | -2.9 | 51.3* | 0.0
CN1C(=O)N(c2nnc(C(C)(C)C)s2)C(=O)C1c1ccccc1 (configuration not stated) | -2.1 | -4.5 | -8.5 | 0.1 | -3.7 | -3.1 | -3.7 | 0.0
CCN1CCN(C(=O)N(CC(=O)Nc2ccc(C(N)=O)cc2)S(=O)(=O)c2ccc(C)cc2)CC1 | 0.2 | -4.4 | -8.6 | 0.2 | . | -2.0 | . | 0.7
C[C@@H]1CCCCO[C@@H](CN(C)C(=O)Cc2ccccc2)[C@@H](C)CN([C@H](C)CO)C(=O)c2cc(NC(=O)Nc3cccc4ccccc34)ccc2O1 | . | -6.2 | -5.1 | 0.1 | 4.5 | 4.1 | -2.9 | 0.1
Cc1cccc(N2CCN(C(=O)c3noc4c3COc3ccc(C)cc3-4)CC2C)c1 (configuration not stated) | -3.4 | -1.8 | -18.1 | . | 0.9 | -12.0 | 0.6 | 0.2
C[C@@H]1CN([C@H](C)CO)C(=O)c2cccc(NC(=O)c3nc4ccccc4s3)c2O[C@H]1CN(C)Cc1ccc(Cl)c(Cl)c1 | . | 5.6 | -4.7 | -6.8 | -1.9 | 13.8 | 2.6 | -0.1
N#Cc1cccc(-c2ccc(C3[C@@H]4CN(C(=O)C5CCCC5)C[C@H]3N4)cc2)c1 (some centres not stated) | 4.6&7.6 | -3.2&-0.2 | 9.1&-40.6 | 0.1&-0.7 | . | -3.4&10.0 | . | 0.2&0.0
C[C@H]1CN([C@@H](C)CO)C(=O)c2cccc(NC(=O)Nc3ccc(F)cc3)c2O[C@H]1CN(C)Cc1ccc(-c2ccccc2)cc1 | -0.6 | 7.0 | 23.1 | 0.2 | 1.2 | 27.6 | -5.8 | 0.3
Cc1nc(SCC(=O)NCC2CCCO2)nc(C)c1C (configuration not stated) | 3.6 | -14.4 | -14.2 | . | 2.9 | -1.1 | -0.1 | 0.0
CC(C)(C)C(=O)NC1CC2CCCC(C1)N2C(=O)Nc1ccccc1 (configuration not stated) | 4.3 | -4.8 | -0.2 | -0.2 | 2.8 | -9.6 | 1.2 | 0.2
COc1ccc(OC)c(NC(=O)Cc2cccs2)c1 | -5.9 | -9.7 | -1.4 | 0.1 | -1.6 | 0.1 | 0.4 | 0.0
Cc1ccc(NS(=O)(=O)c2ccc(OCC(=O)NCc3ccccn3)cc2)cc1 | . | . | -2.4 | -0.4 | 8.5 | -16.3 | -0.7 | -0.1
C[C@H]1CCCCO[C@@H](CN(C)C(=O)C2CCCCC2)[C@@H](C)CN([C@@H](C)CO)C(=O)c2cc(NC(=O)c3ccncc3)ccc2O1 | . | 4.1 | 11.8 | 0.9 | -4.7 | 5.4 | 10.5 | 2.0
COc1ccc(C(=O)NC(Cn2ccnc2)C(C)(C)C)cc1OC1CCN(C(C)C)CC1 (configuration not stated) | 1.1 | . | -1.1 | 2.8 | 0.1 | -2.6 | -2.3 | 0.0
COc1ccc(Cl)cc1CC1(C)C(=O)Nc2c(Cl)cccc21 (configuration not stated) | 0.5 | -0.3 | -7.4 | -2.3 | 8.9 | -3.0 | -5.0 | 0.0
Cc1ccc(CN2CCN(CCCn3cccn3)CC2CCO)cc1 (configuration not stated) | -7.7 | 2.5 | -18.5 | 8.9 | -3.7 | -24.9 | -1.8 | 0.2
COc1ccc(S(=O)(=O)N(C)C[C@H]2Oc3ccc(NC(=O)Cc4ccccc4)cc3CC(=O)N([C@@H](C)CO)C[C@@H]2C)cc1 | 10.0 | -4.1 | -1.1 | -0.1 | 4.9 | -2.3 | 3.0 | 0.0
COc1ccc(N(CC(=O)Nc2ccc(F)cc2F)S(=O)(=O)c2c(C)nn(C)c2C)cc1 | 1.9 | -4.5 | -9.2 | 8.6 | 9.0 | 28.6 | 3.0 | 0.1
O=C1c2ccccc2C(=O)N1OS(=O)(=O)c1ccc(F)cc1 | -2.0 | 25.7 | -23.6 | -0.7 | -5.6 | -1.5 | 0.9 | 0.0
O=C(NC(=S)Nc1ccccc1N1CCOCC1)c1cccs1 | 0.1 | 2.7 | -7.1 | -2.8 | . | 0.0 | . | -0.1
CCCc1cc(C(=O)OC)c(NC(=O)CCC(=O)O)s1 | 33.1* | -0.4 | -3.6 | 0.0 | . | 1.6 | . | -0.1
CCCCC(NC(=O)Cc1c(C)c2cc3c(C)c(C)oc3c(C)c2oc1=O)C(=O)O (configuration not stated) | 1.6 | 2.4 | -6.3 | 0.0 | -2.8 | -10.1 | 0.5 | 0.0
CCOC(=O)C(CC)/C(C)=N\NC(=O)CCC(=O)Nc1ccc(Cl)cc1Cl (configuration not stated) | 6.0 | 6.3 | -6.0 | -0.6 | . | -1.9 | . | 0.3
CC(=O)c1nnn(-c2ccc([N+](=O)[O-])cc2C)c1C | 0.7 | -2.2 | -7.7 | -0.9 | . | 3.0 | . | 0.0

A few values from the entries so far.
Under E-sel inducer, C[C@H]1CN([C@@H](C)CO)C(=O)c2cccc(NC(=O)Nc3ccc(F)cc3)c2O[C@H]1CN(C)Cc1ccc(-c2ccccc2)cc1 has 0.2
Under RAD54 inh, COc1ccc(C(=O)NC(Cn2ccnc2)C(C)(C)C)cc1OC1CCN(C(C)C)CC1 (configuration not stated) has 0.1

The main list resumes with the 3 entries that preceded the break.
SMILES | FN deposition inh | EWS-Fli block | RAD52 anneal inh | E-sel inducer | RAD54 inh | S100A4 inh HTS | esBAF inh | Xi reactivation
CCCCC(NC(=O)Cc1c(C)c2cc3c(C)c(C)oc3c(C)c2oc1=O)C(=O)O (configuration not stated) | 1.6 | 2.4 | -6.3 | 0.0 | -2.8 | -10.1 | 0.5 | 0.0
CCOC(=O)C(CC)/C(C)=N\NC(=O)CCC(=O)Nc1ccc(Cl)cc1Cl (configuration not stated) | 6.0 | 6.3 | -6.0 | -0.6 | . | -1.9 | . | 0.3
CC(=O)c1nnn(-c2ccc([N+](=O)[O-])cc2C)c1C | 0.7 | -2.2 | -7.7 | -0.9 | . | 3.0 | . | 0.0
O=C(NNC(=O)c1ccccc1Cl)c1ccncc1 | 5.2 | -5.4 | -17.3 | -0.9 | 2.0 | -1.7 | -2.1 | -0.1
Cc1ccc(C)c(S(=O)(=O)ON2C(=O)c3ccccc3C2=O)c1 | . | 13.4 | -6.0 | . | . | -2.1 | . | 0.1
CCCNC(=O)N1[C@H](CO)[C@H](c2ccc(C3=CCCC3)cc2)[C@@H]1CNC(=O)CC | 5.3 | 6.9 | . | 0.0 | -0.9 | . | 5.6 | 0.0
CCCNC(=O)N(C)C[C@H]1Oc2cc(-c3cncnc3)ccc2S(=O)(=O)N([C@H](C)CO)C[C@H]1C | -2.6 | -1.4 | 4.6 | 0.7 | 2.0 | 17.7 | 1.6 | -0.8
COc1cc(OC)c(N(C)C(=O)c2cc3c(s2)-c2ccccc2S(=O)(=O)C3)cc1Cl | 9.3 | 17.2 | -21.8 | 0.2 | -1.1 | -1.2 | 4.5 | 0.3
CNC(=O)COc1ccc(S(=O)(=O)Nc2ccccc2)cc1 | -4.7 | -0.2 | -19.1 | 0.8 | -1.9 | 4.2 | -4.3 | 0.0
O=C(Cc1ccccc1[N+](=O)[O-])NCCC1=CCCCC1 | . | -4.9 | -5.0 | . | . | 1.1 | . | 0.1
S=C(NCCc1ccccc1)NCCN1CCOCC1 | -3.5 | -0.8 | -15.9 | . | -6.5 | -1.4 | 8.3 | 0.1
O=C(NCC1CCCO1)c1ccc2c(c1)N(Cc1ccc(Cl)cc1)CCS2 (configuration not stated) | 0.0 | -7.5 | -6.1 | -0.2 | 12.1 | 1.3 | -1.9 | -0.1
C[C@H]1CN([C@@H](C)CO)C(=O)Cc2cc(NS(C)(=O)=O)ccc2O[C@H]1CN(C)Cc1ccc(C(F)(F)F)cc1 | -11.8 | -1.3 | -0.6 | 0.0 | 4.3 | -19.8 | 1.7 | -0.6
COc1ccc(-n2c(Cc3cccn3C)nnc2SCC(=O)N2CCCC2)cc1 | -10.0 | 3.7 | -15.0 | 0.0 | -2.4 | 1.3 | 3.4 | 0.2
CCN1[C@H](C(=O)NCc2ccccc2)[C@@H](CO)[C@@H]2Cn3c(ccc(-c4ccncc4)c3=O)[C@@H]21 | . | -3.5 | 12.7 | -0.2 | 5.3 | -3.5 | 3.9 | 0.5
COc1ccc(CCNC2=CC(=O)CC(C)(C)C2)cc1 | -7.3 | -18.2 | -12.8 | . | . | 1.8 | . | 0.0
COc1ccc(C2=NCCn3nc4cc(OC)ccc4c32)cc1 | -6.0 | -10.1 | -14.2 | -0.2 | 8.2 | -2.4 | 22.3 | -0.2
CCc1nnc(NC(=O)C2CCCN2C(=O)Nc2ccc(C)cc2)s1 (configuration not stated) | 4.4 | -5.3 | -5.7 | . | -2.1 | 3.2 | -3.6 | 0.2
CC(C)Oc1ccccc1NC(=O)CSc1nccn1C | 0.5 | -3.6 | -14.0 | . | . | 6.1 | -2.5 | 0.1
CC1CN(C(=O)c2ccccc2OCc2ccc(Cl)cc2Cl)CC(C)O1 (configuration not stated) | -15.5 | 13.7 | -21.7 | . | 3.8 | -1.1 | -2.5 | 0.1
Cc1cc(C)nc(NC(=S)NC(=O)c2ccccc2)n1 | 14.1 | -68.2 | -0.9 | 0.0 | 2.4 | -6.0 | 27.2 | 0.1
Cc1c(Cl)cccc1NC(=O)CNC(=O)CCS(=O)(=O)c1ccc(F)cc1 | -1.7 | 6.4 | -1.8 | . | -3.4 | -2.6 | 6.7 | 0.0
Cc1cc(C)c2c(CC(=O)O)c(C)[nH]c2c1 | . | -3.4 | -30.6 | . | 0.4 | -5.1 | -4.7 | 0.0
CCOC(=O)c1c(C)nc(C)c(C(=O)OCC)c1-c1cccc([N+](=O)[O-])c1 | -6.6 | -5.4 | -8.6 | 0.7 | 8.6 | 0.6 | -2.2 | 0.0
CCC1=NN2C(=N)/C(=C\c3ccc(OCCOc4ccccc4)c(OC)c3)C(=O)N=C2S1 | -6.8 | -14.1 | -21.1 | -0.5 | . | -4.2 | . | 2.3
COCC(=O)N1C[C@@H](C)[C@H](OC)CN(C)C(=O)c2cc(NC(=O)c3ccc(-c4ccccc4)cc3)ccc2OC[C@H]1C | -10.8 | 5.6 | -6.2 | 0.0 | -1.0 | -4.2 | 4.4 | -0.2
COc1ccccc1OCC(=O)Nc1cccc(-c2nnc(-c3ccco3)o2)c1 | -14.1 | -47.2 | -37.8 | . | . | 20.4 | . | 0.0
CO[C@H]1CN(C)C(=O)c2cc(NC(=O)C3CCOCC3)ccc2OC[C@H](C)NC[C@H]1C | -8.8 | 2.7 | -1.6 | -0.1 | 0.9 | 42.9 | 0.0 | 0.1
